From PubChem BioAssay
MC4R antag cAMP = blocks human MC4R cAMP signaling; inhibition, % at 6.5 µM; MC4R-expressing cells, MTII-stimulated cAMP, LANCE TR-FRET; P32245; 360,000 compounds, 0.48% hits;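 active = inhibition above its plate's cutoff, the mean of tested wells on that plate plus 3 SD, cut at about 29% in these data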;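 also: 0% = Melanotan II alone and 100% = Melanotan II plus saturating MCL0020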
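Material – human MC4R-expressing U2OS cells · Repeats – no replicates · Detection – TR-FRET with Eu-cAMP and labeled anti-cAMP, 671 nm · Times – compound 30 min, challenge 1 h, detection 1 h · Compound – single nominal compound dose of 6.5 µM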
aDG glyco up = alpha-DG glycosylation activation; Pro5-aDG cells, alpha-DG glycosylation AlphaScreen (IIH6); 0% Pro5, 100% B10-LARGE cell signal; activation, % at 10 µM; 360,000 compounds, 0.22% hits; AID 624168;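 active = activation of at least 8% versus controls, or a plate z-score of at least 8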;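 also: Pro5 are CHO cells carrying HIG-tagged alpha-DG that lacks glycosylation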
ABCB6 inh MLPCN = human ABCB6 transporter inhibition | K562-ABCB6 porphyrin accumulation, flow cytometry, 1 h; hits give low values | fluorescence ratio to DMSO, % at 10 µM | 360,000 compounds, 0.19% hits;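 active = fluorescence ratio to DMSO below 75%, the collection mean minus 3 SD; inconclusive = too few cells collected in the well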;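 also: signal is porphyrin accumulated inside mitochondria; 100% equals median channel fluorescence of DMSO control wells; lower ratio means ABCB6 inhibition with less porphyrin fluorescence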
Target sequence (Q9NP58 whole entry, looked up): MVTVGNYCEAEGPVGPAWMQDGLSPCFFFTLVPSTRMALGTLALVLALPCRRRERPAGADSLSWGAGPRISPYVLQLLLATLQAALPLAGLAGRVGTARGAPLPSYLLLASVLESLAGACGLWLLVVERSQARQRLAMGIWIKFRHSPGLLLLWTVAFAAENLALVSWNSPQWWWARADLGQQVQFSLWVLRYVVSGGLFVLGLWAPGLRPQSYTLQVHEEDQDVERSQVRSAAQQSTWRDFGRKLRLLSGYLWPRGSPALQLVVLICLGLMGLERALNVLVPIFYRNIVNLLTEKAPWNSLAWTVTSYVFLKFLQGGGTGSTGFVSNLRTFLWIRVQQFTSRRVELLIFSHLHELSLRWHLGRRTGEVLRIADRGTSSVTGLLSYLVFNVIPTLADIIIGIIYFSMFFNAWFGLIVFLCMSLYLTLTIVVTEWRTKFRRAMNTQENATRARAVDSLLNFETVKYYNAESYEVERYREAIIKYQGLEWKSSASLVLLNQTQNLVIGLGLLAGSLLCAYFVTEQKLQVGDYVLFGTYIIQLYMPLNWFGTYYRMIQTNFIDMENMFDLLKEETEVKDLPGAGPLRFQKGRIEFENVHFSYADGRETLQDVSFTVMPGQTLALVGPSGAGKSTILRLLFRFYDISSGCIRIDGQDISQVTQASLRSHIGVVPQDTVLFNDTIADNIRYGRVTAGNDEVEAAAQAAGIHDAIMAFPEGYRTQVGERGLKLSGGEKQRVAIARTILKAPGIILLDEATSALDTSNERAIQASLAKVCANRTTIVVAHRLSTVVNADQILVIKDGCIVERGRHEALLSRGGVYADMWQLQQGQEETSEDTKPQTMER
N-glyco inh = blocks N-linked glycosylation in D54 reporter cells | reporter increase, % at 12.5 µM | 360,000 compounds, 0.23% hits | D54 ERlucT glycosylation luciferase reporter, 24 h; percent of 100 nM tunicamycin response;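 active = mean luciferase reporter signal, scaled so untreated is 0 and the glycosylation-blocking control 100, at or above a set limit in every replicate; inconclusive = mean reaches the limit but not every replicate does; inactive = mean below the limit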;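 also: luciferase carries N-glycosylation sites so blocking glycosylation raises the light; 0% = median of neutral control wells and 100% = median of 100 nM tunicamycin wells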
ABHD5-PLIN5 inh = inhibitors of human ABHD5-perilipin-5 interaction. Q00G26+Q8WTS1. Split G. princeps luciferase complementation, luminescence, 4 h. inhibition, % at 4 µM. 360,000 compounds, 0.78% hits. AID 602281;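 active = inhibition above the mean inhibition across every tested compound plus 3 SD, cut at about 22% in these data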;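 also: 0% = DMSO only wells and the 100% control is not disclosed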
NOD2-RIPK2 inh = inhibitors of human NOD2-RIPK2 interaction; 360,000 compounds, 0.38% hits; inhibition, % at 4.98 µM; AID 624267; CHO BLA complementation NOD2-RIPK2, CCF4 ratio; in the data active = inhibition above about 21%;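 also: 0% = vehicle only and 100% = reference blocker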
MC4R barr agon = human MC4R agonism via beta-arrestin; P32245; U2OS MC4R beta-arrestin complementation, luminescence; percent of melanotan II response, DMSO zero; activation, % at 8.9 µM; 360,000 compounds, 0.98% hits;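 active = activation above a per-plate cutoff, the mean activation of sample wells on that plate plus 3 SD, cut at about 8% in these data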
Granule exo inh = lytic granule exocytosis inhibition. AID 651702. inhibition, % at 10 µM. 360,000 compounds, 0.66% hits. TALL-104 LAMP-1 surface exposure, flow cytometry; cells stimulated with thapsigargin and PMA;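 active = inhibition above about 55%, limit read from the data; inconclusive = no clear call, values can overlap the other calls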
TLR9-MyD88 inh = TLR9-MyD88 interaction inhibition; Q9NR96+Q99836; CHO BLA complementation TLR9-MyD88, CCF4 FRET ratio; inhibition, % at 4.98 µM; 340,000 compounds, 0.21% hits;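 active = inhibition above the mean over all tested compounds plus 3 SD, cut at about 21% in these data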;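 also: 0% = DMSO only wells and 100% = clavulanate BLA inhibitor control wells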
Vif inh = blocks HIV Vif function; HEK293T cells, Vif self-association by quenched fluorescence, imaging, 24 h; inhibition, % at 7.49 µM; 340,000 compounds, 0.35% hits; in the data active = inhibition above about 50%, passing the limit was not always enough; inconclusive = no clear call, values can overlap the other calls; inactive = below about 31%; also: some results filed as inactive read as strong as hits
* hit, by the source's call; ? = inconclusive; nt = no result given. A portion of the library; the hit share may differ from the screen's.

SMILES	MC4R antag cAMP	aDG glyco up	ABCB6 inh MLPCN	N-glyco inh	ABHD5-PLIN5 inh	NOD2-RIPK2 inh	MC4R barr agon	Granule exo inh	TLR9-MyD88 inh	Vif inh
N#C/C(=C(/O)CSc1ccccn1)c1nc2ccccc2s1	-6	-0.1	115	1	-1	6	-3.2	-1	0	2
O=S(=O)(Nc1ncnc2sccc12)c1cccc(F)c1	1	-0.1	96	-2	0	-3	-2.8	-2	8	-10
CCOc1ccc(/C=C/C(=O)N(CC)CC(=O)Nc2c(F)cccc2F)cc1OC	0	0.0	97	-2	6	-4	-0.7	-4	-1	nt
CC(C)Cn1c(N)c(C(=O)COC(=O)C2=COCCO2)c(=O)n(C)c1=O	-3	0.0	92	-1	3	9	-1.6	-2	0	-17
O=C(COc1cccc(Br)c1)NN=C1c2ccccc2-c2ccccc21	-4	-0.2	94	2	1	6	3.1	0	-5	-8
CN1CCN(c2ccccc2NC(=O)Cn2ncc3c([nH]c4ccccc43)c2=O)CC1	-7	2.6	90	-5	11	6	-1.3	-10	5	-3
O=C(CN(Cc1ccco1)C(=O)c1ccc(Cl)cc1)Nc1ccc(Cl)c(Cl)c1	3	-0.1	104	-7	-3	-2	-0.3	2	1	9
COC(=O)c1sccc1NC(=O)CC1C(=O)NCCN1C(=O)c1ccc(N(C)C)cc1 (stereo unspecified)	12	0.0	97	-2	-3	6	-1.4	-2	-1	3
CCS(=O)(=O)Nc1ccc2c(c1)N(C(C)=O)c1ccccc1CC2	22	0.0	101	-2	1	-8	1.0	-3	-2	1
COC(=O)c1ccc(/C=C/C(=O)OCC(=O)c2ccc[nH]2)cc1	16	0.4	98	0	9	4	1.7	4	-5	10
O=C(NC(=S)NN1CCOCC1)c1cc(Br)ccc1Cl	4	-0.1	101	-1	-6	0	-2.0	0	6	-2
COc1ccc(C(=O)COC(=O)C2COc3ccccc3O2)cc1F (stereo unspecified)	-5	0.1	87	1	-1	6	-0.4	4	4	-1
O=[N+]([O-])c1ccc(NN=CCCc2ccccc2)nc1	0	0.2	125	0	8	-2	-0.9	0	3	-14
CCCn1c(=O)c(C(=O)NCc2ccccc2OC)c(O)c2ccccc21	8	-0.1	98	1	2	0	-0.5	3	6	4
COC(=O)c1ccc(NC(=O)CNC(=O)C2CCCCC2)c(C)c1	-3	0.1	94	2	-1	-2	-1.1	2	0	-4
CCOC(=O)NC(=S)Nc1cccc(C)n1	7	-0.4	95	1	-7	-4	-0.5	3	0	nt
CCCCOc1ccc(C2(C)NC(=O)N(C)C2=O)cc1 (stereo unspecified)	5	0.1	95	0	0	-7	-0.9	-8	-1	-4
O=C(Nc1ccc2c(c1)OCCO2)c1ccccc1	5	0.0	96	-12	1	0	2.0	-5	11	-2
O=C(Nc1cccc(-n2cnnn2)c1)c1cccnc1	6	-0.3	101	1	1	6	-0.8	1	0	1
c1ccc2[nH]c(-c3nc4ccccc4[nH]3)nc2c1	5	-0.2	100	-10	7	0	0.6	-4	1	0
Oc1ccc(/C=N/Nc2cc(N3CCCC3)nc(N3CCCC3)n2)cc1O	6	0.0	94	1	-4	-4	0.2	-4	3	-4
COc1ccc(C)cc1NC(=O)C(OC(=O)c1cccc(S(=O)(=O)N(C)c2ccccc2)c1)c1ccccc1 (stereo unspecified)	5	0.1	96	-4	-6	4	-1.2	0	1	1
N#CC1=C(N)OC2=C(C(=O)CCC2)C12CCN(C(=O)OCc1ccccc1)CC2	0	0.0	93	-2	14	5	-2.4	1	5	0
CN1C(=O)C(C)(C)c2cc(S(=O)(=O)N3CCCC3C(=O)NCc3ccc(F)cc3)ccc21 (stereo unspecified)	2	0.1	99	2	3	1	0.6	-2	12	5
C=CCOC(=O)C1=C[C@@H](c2coc3ccccc3c2=O)C[C@@H](OCc2ccc(CO)cc2)O1	3	0.5	94	3	-3	-6	-1.7	16	11	-3
COc1ccc(Cl)cc1Cn1c(C)c(C(=O)N(C)Cc2ccc(F)cc2)sc1=O	8	0.0	97	-8	3	6	-0.5	-8	nt	-1
COC(=O)c1cc2nc(-c3ccc(C)cc3)cc(C(F)(F)F)n2n1	-3	-0.2	100	4	-2	0	-1.1	-8	8	15
O=C(CSc1nncn1-c1ccccc1)NC1CCCCC1	15	0.1	101	0	5	-13	7.7	2	-6	0
O=C(c1ccccc1[N+](=O)[O-])n1cnc2ccccc21	1	-0.1	106	0	2	5	-3.0	-1	-10	-2
O=S(=O)(c1ccc(Cl)cc1)N(CCCN1CCOCC1)Cc1cccs1	-4	0.3	99	-4	5	-5	-1.8	0	4	-2
CCOc1ccc(C(=O)Nc2ccc3c(c2)OCO3)cc1OCC	9	-0.1	93	0	-1	3	-1.1	0	5	-2
COc1cc(C)ccc1OCc1cc(C(=O)N2CCCCCCC2)no1	7	-0.2	86	1	-6	9	1.3	-8	0	-9
Cc1ccc(NCN2C(=O)c3ccccc3C2=O)c(C)c1	0	-0.1	97	3	-1	2	0.3	-2	-3	-11
CC(=O)N1c2ccc(S(=O)(=O)NCC3CCC(C(=O)N4CCCCC4)CC3)cc2CC1C (stereo unspecified)	2	0.0	102	1	-3	-2	-1.9	-2	-6	3
Cn1cc(Cl)c(/C(N)=N/OC(=O)c2ccccc2C(F)(F)F)n1	-6	0.3	96	3	0	-3	-1.8	1	4	7
CCNC(=S)N/N=C/c1ccc(OCC(=O)Nc2ccc(C)cc2)cc1	8	0.4	99	-8	1	-2	0.7	-1	6	20
O=C(CSc1nnc(COc2ccc(Cl)cc2)o1)N1CCOCC1	26	0.1	98	1	-2	-2	0.7	1	5	2
C=CCN(C(=O)c1csnn1)C(C(=O)NCc1ccc(F)cc1)c1sccc1C (stereo unspecified)	-3	0.0	92	1	-10	-2	1.2	3	7	12
COC(=O)C1(O)CC(C(C)C)=NN1C(=O)c1ccc(Cl)cc1 (stereo unspecified)	9	-0.3	99	1	2	-7	1.6	-2	-15	2
O=C(NCc1cccs1)C1CCN(c2ccc(S(=O)(=O)N3CCOCC3)cc2Cl)CC1	-19	0.0	98	24	6	3	-2.1	10	0	3

Entries of single compounds, quoted from the list:
O=C(CSc1nncn1-c1ccccc1)NC1CCCCC1 in the list: MC4R antag cAMP: 15; aDG glyco up: 0.1; ABCB6 inh MLPCN: 101; N-glyco inh: 0; ABHD5-PLIN5 inh: 5; NOD2-RIPK2 inh: -13; MC4R barr agon: 7.7; Granule exo inh: 2; TLR9-MyD88 inh: -6; Vif inh: 0
COc1ccc(C(=O)COC(=O)C2COc3ccccc3O2)cc1F (stereo unspecified) in the list: MC4R antag cAMP: -5; aDG glyco up: 0.1; ABCB6 inh MLPCN: 87; N-glyco inh: 1; ABHD5-PLIN5 inh: -1; NOD2-RIPK2 inh: 6; MC4R barr agon: -0.4; Granule exo inh: 4; TLR9-MyD88 inh: 4; Vif inh: -1

The results go on:
SMILES	MC4R antag cAMP	aDG glyco up	ABCB6 inh MLPCN	N-glyco inh	ABHD5-PLIN5 inh	NOD2-RIPK2 inh	MC4R barr agon	Granule exo inh	TLR9-MyD88 inh	Vif inh
CCOCC(=O)Nc1nnc(COCC)s1	0	-0.2	100	0	-9	3	-3.2	-2	1	3
COc1ccc(CNC(=O)C2(C)Cc3c(-c4cccc(C(N)=O)c4)ccnc3O2)cc1OC (stereo unspecified)	12	-0.2	129	4	3	-6	-0.8	7	nt	2
CC(C)CCN1CCC(n2nccc2NC(=O)c2ccc3c(c2)OCO3)CC1	3	-0.1	100	-3	-1	-7	-0.6	0	-3	18
COc1ccc(-c2nn3c(-c4ccccc4)nnc3s2)cc1OC	-10	0.1	95	-2	0	-9	-1.0	0	-8	nt
COc1ccc(-c2nc3cc(NC(=O)Cc4ccc(OC)c(OC)c4)ccc3o2)cc1	-4	2.0	94	-3	2	-16	-0.7	3	-10	-20
Cc1cc(Cl)ccc1OCCCC(=O)NN	0	-0.4	100	0	1	-16	-0.9	0	-10	1
Oc1ccc2ccccc2c1CNc1ccccc1	10	0.5	99	3	12	-5	-1.9	-17	-1	?
CCOC(=O)C1CCN(C(=O)c2ccccc2NC(=O)c2ccc(Cl)cc2)CC1	4	0.1	98	-1	5	-1	-0.4	-6	8	-4
Cc1ccc(-c2csc(Nc3ccc(S(N)(=O)=O)cc3)n2)o1	-5	-0.3	103	-2	32*	-5	-1.5	-3	2	1
Cc1nnc(C)n1/N=C/c1ccc(O)cc1	10	-0.2	108	2	-5	8	-1.2	-1	-1	-6
COc1cccc(C(O)c2nc(-c3cc(F)cc(F)c3)cs2)c1 (stereo unspecified)	-10	-0.3	99	-1	4	7	0.7	-6	nt	5
CC(=O)NCCNC(=O)C1(C)Cc2c(-c3ccc(C(N)=O)cc3)ccnc2O1 (stereo unspecified)	2	0.0	77	5	2	2	2.0	-7	nt	-2
COc1ccc(C)cc1NC(=O)CCNC(=O)c1ccco1	-1	0.0	92	-1	12	-3	-0.6	6	-2	0
CCn1c2c(c(C)cc1=O)C(=O)CC(C)(C)C2	0	-0.1	100	-1	5	-5	-0.7	3	-7	-3
CCN(CC)C(=O)CSc1nc(O)c(Cc2ccccc2)c(=O)n1-c1ccccc1C	6	0.8	96	1	2	-8	1.6	4	-4	-2
O=C(O)c1cc(S(=O)(=O)N2CCOCC2)c(Sc2ccccn2)cc1Sc1ccccn1	1	0.1	88	1	0	-4	0.4	-2	-11	-2
Cc1nc(N)nc(SCc2ccc([N+](=O)[O-])cc2)c1N	-4	-0.1	94	3	-2	-2	-1.5	0	0	-11
Cc1cc(N2CCOCC2)ccc1/C=C1\SC(=O)N(C(C)C)C1=O	3	-0.1	97	-4	-1	6	-1.9	0	-1	nt
COc1cccc(N2CCN(S(=O)(=O)c3ccc4ccccc4c3)CC2)c1	-8	0.6	89	-1	3	-2	0.8	-1	-5	-3
CCOC(=O)Cc1csc(NC(=O)c2ccc3ccccc3n2)n1	0	0.1	97	2	-8	-6	-0.9	-13	2	12
CCCOc1ccc(N2C(=O)CC(N3CCN(c4ccccc4F)CC3)C2=O)cc1 (stereo unspecified)	-5	0.0	86	3	-4	-8	-0.4	0	7	3
CCn1c(COc2ccccc2Cl)nnc1SCC(=O)Nc1ncccc1C	-3	0.1	102	-1	-8	-10	0.2	1	11	8
O=c1[nH]c2ccccc2nc1NCc1ccccc1	-1	-0.1	103	-2	-4	9	2.3	-6	-5	-3
Cc1ccc(C(=O)NC(C)c2ccc3c(c2)OCO3)s1 (stereo unspecified)	1	0.1	102	-1	-1	-9	-2.6	-10	14	0
CC(=O)N[C@@H](Cc1c[nH]c2ccccc12)C(=O)OCC(=O)Nc1ccc(Cl)c(S(=O)(=O)N(C)C)c1	16	-0.3	111	3	14	-3	0.5	-2	-7	3
COCCCNC(=O)CCN1C(=O)COc2ccccc21	8	0.1	94	3	6	-4	0.5	-1	13	12
Cc1cccc(C)c1NC(=O)C(c1ccc([N+](=O)[O-])cc1)N1CCCCC1 (stereo unspecified)	2	0.3	95	1	1	-9	0.9	0	-11	23
